Assay outcomes (PubChem)
FLuc modulator: qHTS profiling assay for firefly luciferase inhibitor/activator using purifed enzyme and Km concentrations of substrates (counterscreen for miR-21 project). Luciferin 4-monooxygenase (Photinus pyralis), P08659. Potency, µM (highest dose often 57.5 µM), for inactives: top-dose activity change, negative = inhibition, actives largely listed as inhibitors. purified FLuc, Km substrates, luminescence inhibition. actives 6.9% (n = 360,000); active means well fitted inhibition curve with a large enough effect; inconclusive means small, poorly fitted or top-dose-only effect;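 further: plate controls were vehicle for no effect and reference inhibitor for full effect; nearly all actives have a fitted effect of over 55% in size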
Target sequence (P08659 whole entry, looked up): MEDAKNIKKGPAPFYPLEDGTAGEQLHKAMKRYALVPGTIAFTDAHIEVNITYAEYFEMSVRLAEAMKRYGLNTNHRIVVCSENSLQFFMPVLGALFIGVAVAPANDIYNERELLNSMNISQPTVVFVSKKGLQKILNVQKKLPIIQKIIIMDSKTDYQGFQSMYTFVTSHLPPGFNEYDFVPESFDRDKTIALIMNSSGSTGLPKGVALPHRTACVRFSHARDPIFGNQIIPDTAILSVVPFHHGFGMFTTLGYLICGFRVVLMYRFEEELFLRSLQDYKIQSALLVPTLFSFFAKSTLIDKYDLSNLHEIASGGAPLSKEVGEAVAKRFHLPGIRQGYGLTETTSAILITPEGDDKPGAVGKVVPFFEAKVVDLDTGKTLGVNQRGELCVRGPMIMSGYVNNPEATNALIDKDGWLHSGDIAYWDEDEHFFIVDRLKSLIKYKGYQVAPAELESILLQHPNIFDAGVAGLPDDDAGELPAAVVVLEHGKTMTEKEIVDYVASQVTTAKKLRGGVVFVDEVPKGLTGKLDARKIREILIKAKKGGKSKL
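Purified P. pyralis luciferase (10nM final) with 10uM D-luciferin and 10uM ATP (Km levels) in 50mM Tris acetate pH 7.5, 10mM Mg acetate, 0.01% Tween-20, 0.05% BSA; qHTS 6-point titration, ~60 µM downward; luminescence read.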
Starred values were filed as active, the others as inactive; ? = inconclusive. Potency means the concentration at half of the fitted maximal effect. The list is partial; the hit share may differ from the screen's.

SMILES	FLuc modulator
COc1ccc(NC(=O)c2c(NCc3ccc(OC)c(OC)c3OC)sc3c2CCC3)c(OC)c1	-4%
CCCCOC(=O)c1ccc(NC(=O)c2sc3nc(C)cc(C)c3c2N)cc1	?
Cc1ccc(C)c(CN2C(=O)c3ccccc3S(=O)(=O)c3ccc(C(=O)Nc4cc(F)ccc4F)cc32)c1	1%
CCC(C(=O)Nc1cc(OC)cc(OC)c1)n1nc(-c2ccc(C)c(C)c2)ccc1=O (centres undefined)	-13%
Cc1cc(C)c(NC(=O)Cn2nc3c(cc2=O)CCCC3)c(C)c1	-1%
Cc1ccccc1OCC(=O)Nc1nnc(SCc2cc(=O)n3cc(Cl)ccc3n2)s1	?
Cc1nc(-c2ccc(S(=O)(=O)N(C)Cc3ccccc3)cc2)co1	?
CC(C)(C)c1ccc(C(=O)N2CC(=O)Nc3ccc(F)cc3C2c2ccc(F)cc2)cc1 (centres undefined)	-6%
Cc1ccc(S(=O)(=O)NCCc2cn3c(C)csc3n2)cc1	-3%
COc1ccccc1CNC(=O)CSc1nc(=O)[nH]c2c1CCC2	4%
Cc1cc(NC(=O)CSc2nc3c([nH]c4ccccc43)c(=O)n2-c2ccccc2)no1	-5%
CCOc1ccc2nc(N3CCCC(C(=O)NCCc4ccc(C)cc4)C3)sc2c1 (centres undefined)	-18%
CCOc1ccccc1CNC(=O)CCn1cccn1	-4%
COc1cc(-c2noc(-c3ccc(NCCc4ccccc4)c([N+](=O)[O-])c3)n2)cc(OC)c1OC	?
Cn1c(=NC(=O)c2ccc(S(=O)(=O)N3CCCc4ccccc43)cc2)sc2cc(F)ccc21	-4%
Cc1ccc(Cl)cc1NC(=O)C1CCN(S(=O)(=O)c2cccc3nonc23)CC1	-2%
COc1ccc(OC)c(CNc2ncnc3c2nc2n3CCCC2)c1	-3%
COc1ccc(-c2nc3sc(CCNC(=O)c4cccc(C(F)(F)F)c4)c(C)n3n2)cc1	6.7µM*
COc1ccc(S(=O)(=O)N(Cc2nc(-c3cccc(C)c3)no2)C2CCCCC2)cc1	-2%
Cc1cc(C)cc(NC(=O)CC(C)n2nc(C)cc2C)c1 (centres undefined)	-7%
CCOC(=O)c1nnn(CC(=O)Nc2cc(C)cc(C)c2)c1C(=O)OCC	3%
CCCCNC(=O)C1CCCN(S(=O)(=O)CCC)C1 (centres undefined)	3%
COc1ccc2nc3oc(C(=O)NCc4ccccc4OC)cc3cc2c1	6%
CCSc1ncc(Cl)c(C(=O)Nc2cccc(Cl)c2)n1	-9%
Cc1ccc2sc(N(Cc3cccnc3)C(=O)C3COc4ccccc4O3)nc2c1C (centres undefined)	5%
CCc1ccccc1NC(=O)CN1C(=O)CCn2nc(-c3cccn3C)cc21	5%
O=C(c1ccc2c(Cl)c3c(nc2c1)CCCC3)N1CCN(c2ccc(Cl)cc2)CC1	-4%
Cc1cc(S(=O)(=O)Nc2cc3c(cc2N2CCOCC2)n(C)c(=O)n3C)ccc1F	2%
COc1ccc(Cl)cc1NC(=O)c1cc(S(=O)(=O)N2CCc3ccccc32)cn1C	-1%
Cc1cc(C)n2c(Nc3cccc(C(F)(F)F)c3)c(-c3ccsc3)nc2n1	0%
CCc1ccc(NC(=O)c2sc3nc(C)cc(C)c3c2NC(=O)c2ccccc2)cc1	0%
COc1ccc(N2CCN(C(=O)CCn3c(=O)c4cccn4c4cccnc43)CC2)cc1	-6%
Cc1ccc2c(c1)C(c1ccc(F)cc1)N(C(=O)c1cccc(C(F)(F)F)c1)CC(=O)N2 (centres undefined)	-5%
COc1ccc(-c2noc(-c3nnn(-c4ccc(C)cc4C)c3C)n2)cc1	?
Cc1cccc(N2CCN(C(=O)Cn3ncc4c5ccccc5n(C)c4c3=O)CC2)c1C	-3%
CCCC(O)c1nc2ccccc2n1CCCOc1ccc(Cl)cc1 (centres undefined)	0%

Compounds shown so far containing an aryl thioether with sulfur outside any ring (four):
SMILES	FLuc modulator
Cc1ccccc1OCC(=O)Nc1nnc(SCc2cc(=O)n3cc(Cl)ccc3n2)s1	?
COc1ccccc1CNC(=O)CSc1nc(=O)[nH]c2c1CCC2	4%
Cc1cc(NC(=O)CSc2nc3c([nH]c4ccccc43)c(=O)n2-c2ccccc2)no1	-5%
CCSc1ncc(Cl)c(C(=O)Nc2cccc(Cl)c2)n1	-9%

New compounds follow
SMILES	FLuc modulator
CCOC(=O)C1CCN(S(=O)(=O)c2cc3c4c(c2)CC(=O)N4CCC3)CC1	-3%
Cc1ccc(-n2cc(C(=O)Oc3cccc(C)c3)c3ccccc3c2=O)cc1	0%
COc1ccc(NC(=O)c2csnn2)cc1Cl	?
O=C(NCc1cccs1)c1ccc(CSc2nc3ccncc3n2Cc2ccccc2F)cc1	?
CC(=O)c1ccc(NC(=O)c2cnn(-c3cccc(F)c3)c2-n2cccc2)cc1	-13%
COc1ccc(Cn2c(=O)c3oc4ccccc4c3n(CC(=O)Nc3c(C)cccc3C)c2=O)cc1	-1%
Cc1ccc(CNC(=O)c2ccc3c(c2)NC(=O)C(CS(=O)(=O)Cc2cccc(F)c2)N3)cc1 (centres undefined)	-9%
CCCc1nc2ccccc2n2c(-c3cccc(C)c3)c3c(=O)n(C)c(=O)n(C)c3c12	-17%
Cc1ccc(CNC(=O)CSCc2nc(-c3cccc(C)c3)oc2C)cc1	?
O=C(Nc1ccccc1C(F)(F)F)N1Cc2ccccc2Oc2ncccc21	3%
Clc1ccc2nc(-c3ccc(Br)o3)c(Nc3ccc4c(c3)OCCO4)n2c1	-9%
Cc1ccc(Cc2nc3ccccc3nc2SCC(=O)N2CCN(c3ccccc3F)CC2)cc1	0%
Cc1ccc(C2c3[nH]c4ccccc4c3CCN2C(=O)CCc2ccccc2)cc1 (centres undefined)	-4%
CCOc1ccc(-c2nc3c(c(SCC(=O)Nc4ccccc4C)n2)Cc2ccccc2O3)cc1	-1%
COc1ccc(-c2cn3c(n2)sc2cc(C(=O)Nc4c(C)cccc4C)ccc23)cc1	-9%
Cc1sc(-c2cc3ccccc3oc2=O)nc1-c1ccc(Cl)cc1	-3%
CC(=O)Nc1ccc(NC(=O)c2ncoc2-c2ccco2)cc1	19µM*
COc1ccc(-c2nc(CNC(=O)NC3CCCCC3)c(C)o2)cc1	-6%
CCOc1ccc2nc(Cl)c(C3CC(c4ccc(C)cc4)=NN3C(=O)CCCC(=O)O)cc2c1 (centres undefined)	-18%
Cc1ccc(NC(=O)c2ccc3[nH]c(C)cc(=O)c3c2)c(C)c1	?
CSc1ccc(-c2nnn(CC(=O)Nc3sc4c(c3C#N)CCC(C(C)(C)C)C4)n2)cc1 (centres undefined)	-1%
CCc1nn2c(=O)cc(COc3ccc(/C=C(\C#N)C(=O)Nc4ccc(C)cc4)cc3)nc2s1	-2%
Cc1c(CCNC(=O)c2ccc(Br)o2)sc2nc(-c3ccc(F)cc3)nn12	?
COc1cccc(CNC(=O)c2c(C)nn(-c3cccc(C)c3)c2-n2cccc2)c1	?
COc1ccc(-n2c(SCc3nc(-c4ccc(Cl)cc4)no3)nnc2-c2ccncc2)cc1	-5%
CC(=O)N1c2ccc(S(=O)(=O)N3CCN(c4cc(Cl)ccc4C)CC3)cc2CC1C (centres undefined)	-2%
CCS(=O)(=O)N1CCc2cc(C(=O)NCc3ccccc3Cl)ccc21	-10%
Brc1ccc(CN2CCc3nc(N4CCN(c5ncccn5)CC4)ncc3C2)cc1	0%
CCc1ccc2c(c1)NC(c1ccc(OC)cc1)=NC(c1ccncc1)=N2	-13%
Cc1ccc(-n2c(=O)c3cccnc3n2CC(=O)NCc2ccc(F)cc2)cc1C	-13%
CCCCc1ccc(C(=O)Nc2ccc3nc(N(CC)CC)cc(C)c3c2)cc1	-4%
CCC(=O)Nc1ccc2nc3c(=O)n(C)c(=O)n(C)c3nc2c1	3%
CCC(=O)N1CCc2cc(S(=O)(=O)CCC(=O)N3CCN(c4cccc(C)c4)C(C)C3)ccc21 (centres undefined)	-3%
CCc1cccc(-n2c(=O)c3cccnc3n2CC(=O)Nc2ccc(OC)c(Cl)c2)c1	-7%
CCOC(=O)C1CCCN(c2ncnc3c2cnn3-c2ccc(C)c(Cl)c2)C1 (centres undefined)	?
Cc1oc2ccc(O)c(CN3CCN(C)CC3)c2c1C(=O)Nc1cccc(Cl)c1C	2%
CCN(CC)S(=O)(=O)c1ccc(C(=O)NC2CC(=O)N(c3ccc4c(c3)OCCO4)C2)cc1 (centres undefined)	-2%
CCN(CC)c1ccc(NC(=O)c2c(C)nn(-c3ccc(F)cc3)c2-n2cccc2)c(C)c1	-6%
CC1=C(C(=O)Nc2ccc(Cl)cc2)C(c2ccccc2C)n2ncc(C(=O)Nc3ccc(C)cc3)c2N1 (centres undefined)	-6%
O=C(CSc1nc(=O)[nH]c2c1CCCC2)NCc1ccc(F)cc1	-1%
O=C(Nc1cccc(F)c1)[C@@H](c1ccccc1)N1Cc2ccccc2C1=O	-2%
Cc1nc(-n2nc(C)c(CCC(C)C)c2C)sc1C(=O)Nc1ccc(Cl)cc1	-2%
COc1cccc(C(=O)Nc2ccccc2OCc2cc(=O)n3ccccc3n2)c1	1%
O=C(Nc1nc2ccccc2s1)c1ccc(S(=O)(=O)N2CCCC2)cc1	5%
Cc1ccc(CN(Cc2cccn2-c2nnc(N3CCCC3=O)s2)C(=O)Nc2ccc(F)cc2)cc1	-17%
CCOc1ccc(CNC(=O)c2ccc(NC(=O)N3CCSc4ncccc43)cc2)cc1	-1%
CCc1cccc(NC(=O)CN2Cc3ccccc3C2=O)c1	-3%
CC(=O)N1c2ccc(S(=O)(=O)N3CCN(c4ccc(C)cc4C)CC3)cc2CC1C (centres undefined)	-2%

Fetched by compound from the entries so far:
SMILES	FLuc modulator
O=C(Nc1nc2ccccc2s1)c1ccc(S(=O)(=O)N2CCCC2)cc1	5%
CCN(CC)S(=O)(=O)c1ccc(C(=O)NC2CC(=O)N(c3ccc4c(c3)OCCO4)C2)cc1 (centres undefined)	-2%

Next structures follow.
SMILES	FLuc modulator
Cc1cc(C)c(S(=O)(=O)NCCc2cc3ccc(C)cc3[nH]c2=O)c(C)c1	-2%
Cc1ccc(NC(=O)c2ccc3c(O)c(S(=O)(=O)c4ccc(Cl)cc4)c(=O)[nH]c3c2)cc1	?
COc1ccccc1NC(=O)C1=C(C)Nc2nc3ccccc3n2C1c1cccc(OC)c1OC (centres undefined)	-2%
O=C(NCCCN1CCN(c2ccccc2F)CC1)c1nnc(Cc2ccc(Cl)cc2Cl)o1	2%
COc1ccc(OC)c(NC(=O)Nc2c(C)n(C)n(-c3ccccc3)c2=O)c1	-4%
O=C(Nc1ccccc1C(F)(F)F)N1CC=C(c2c[nH]c3ccccc23)CC1	-15%
O=C(NCc1ccccc1Cl)c1c2c(nc3ccccc13)C(=O)N(C1CCCCC1)C2	-10%
Cc1cccc(Cn2nc(C)n3c(cc4cc(C)ccc43)c2=O)c1	6%
CCc1ccc2oc(C(=O)Nc3nc(-c4ccccc4)ns3)c(C)c2c1	5.4µM*
COc1ccc(S(=O)(=O)n2ccnc2)cc1C(C)(C)C	?
Cc1ccc(C(=O)c2cn(CC(=O)Nc3ccc4c(c3)OCCO4)c3nc(C)ccc3c2=O)cc1	4%
COc1ccc(NC(=O)c2ccco2)cc1NC(=O)c1cc(Cl)ccc1OC	3%
O=C(Nc1cc(-c2nc3ccccc3o2)ccc1Cl)c1ccc(Br)o1	4%
Cc1ccc2nc(NCc3ccccc3)c3nnnn3c2c1	-1%
O=c1c2sc3ccccc3c2n(Cc2cccc(F)c2)c(=O)n1CCc1ccccc1	?
CCN(CC)CCOC(=O)c1ccc(NC(=O)c2cc3c(=O)n(CC)c4ccccc4c3s2)cc1	-5%
Cc1ccc2c(=O)cc(C(=O)Nc3ccc(S(=O)(=O)N(C)Cc4ccccc4)cc3)oc2c1	0%
Cc1ccc2c(c1)c(=O)c1ccccc1n2CCCC(=O)Nc1ccc(F)cc1F	?
COc1cccc(C(=O)N2CC(=O)Nc3ccc(C)cc3C2c2ccc(F)cc2)c1OC (centres undefined)	-3%
CCOc1ccc(C(=O)N2CCc3cc(OC)c(OC)cc3C2COc2ccc3c(C)cc(=O)oc3c2)cc1OCC (centres undefined)	-1%
CCOC(=O)Cc1ccc(NC(=O)Nc2cccc(OCc3cc(=O)n4cc(C)ccc4n3)c2)cc1	-5%
O=C(Nc1cc(Cl)cc(Cl)c1)c1ccc(F)c(S(=O)(=O)N2CCc3ccccc32)c1	-6%
Cc1ccc2nc(-c3ccccn3)c(Nc3ccc(F)cc3)n2c1	1%
CCOC(=O)N1CCC(NC(=O)c2cnn(-c3ccc(F)cc3)c2-n2cccc2)CC1	2%

Sorted by number of heavy atoms (lowest first): some entries from above.
SMILES	FLuc modulator
CCC(=O)Nc1ccc2nc3c(=O)n(C)c(=O)n(C)c3nc2c1	3%
Cc1cc(C)c(NC(=O)Cn2nc3c(cc2=O)CCCC3)c(C)c1	-1%
Cc1cccc(N2CCN(C(=O)Cn3ncc4c5ccccc5n(C)c4c3=O)CC2)c1C	-3%

The list continues.
SMILES	FLuc modulator
CCOc1cc(S(=O)(=O)n2ccnc2C(C)C)ccc1Cl	-2%
CCOc1ccc(CCNC(=O)c2cc3c(=O)n(C)c4ccccc4c3n2C)cc1OCC	-8%
COc1ccccc1-c1cc(NC(=O)COc2ccccc2Cl)n(-c2ccccc2)n1	-3%
O=c1[nH]c(C2CCCN(S(=O)(=O)c3ccccc3Cl)C2)nc2c1nnn2Cc1ccc(OC(F)(F)F)cc1 (centres undefined)	-13%
CCOc1cccc(OCCCn2c(-c3ccc(Br)cc3)nc3ccccc3c2=O)c1	-7%
